Assay outcomes (PubChem BioAssay)
ERa coact pot – enhances coactivator binding to human estrogen receptor alpha; P03372; hit rate 1.3% among 86,000; coactivator binding (% of control), % at 25.6 µM; TR-FRET ERalpha-LBD/SRC-Cy5 coactivator binding, 2 h; 100 = basal binding, no effect; in the data active = activity above about 200%;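 note: binding measured in presence of low estradiol as agonist stimulus; 0% = peptide alone without receptor and 100% = receptor with peptide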
PLAP act – activators of human placental alkaline phosphatase; hit rate 1.2% among 96,000; activation fold at 20 µM; purified PLAP enzyme, luminescent substrate read-out; stronger effect = higher value; in the data active = activation fold above about 2
CD11b adhes inh – CD11b/CD18-fibrinogen binding inhibition; K562 CD11b/CD18 adhesion to fibrinogen, ATPlite luminescence; Mn2+ added to activate the integrin; inhibition, % at 10 µM; hit rate 0.54% among 93,000; AID 1497;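 active = primary inhibition of 50% or more at 10 µM, then 40% or more on retest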; note: some results filed as inactive read as strong as hits
Target sequence (P05107 whole entry, looked up, other chains not shown): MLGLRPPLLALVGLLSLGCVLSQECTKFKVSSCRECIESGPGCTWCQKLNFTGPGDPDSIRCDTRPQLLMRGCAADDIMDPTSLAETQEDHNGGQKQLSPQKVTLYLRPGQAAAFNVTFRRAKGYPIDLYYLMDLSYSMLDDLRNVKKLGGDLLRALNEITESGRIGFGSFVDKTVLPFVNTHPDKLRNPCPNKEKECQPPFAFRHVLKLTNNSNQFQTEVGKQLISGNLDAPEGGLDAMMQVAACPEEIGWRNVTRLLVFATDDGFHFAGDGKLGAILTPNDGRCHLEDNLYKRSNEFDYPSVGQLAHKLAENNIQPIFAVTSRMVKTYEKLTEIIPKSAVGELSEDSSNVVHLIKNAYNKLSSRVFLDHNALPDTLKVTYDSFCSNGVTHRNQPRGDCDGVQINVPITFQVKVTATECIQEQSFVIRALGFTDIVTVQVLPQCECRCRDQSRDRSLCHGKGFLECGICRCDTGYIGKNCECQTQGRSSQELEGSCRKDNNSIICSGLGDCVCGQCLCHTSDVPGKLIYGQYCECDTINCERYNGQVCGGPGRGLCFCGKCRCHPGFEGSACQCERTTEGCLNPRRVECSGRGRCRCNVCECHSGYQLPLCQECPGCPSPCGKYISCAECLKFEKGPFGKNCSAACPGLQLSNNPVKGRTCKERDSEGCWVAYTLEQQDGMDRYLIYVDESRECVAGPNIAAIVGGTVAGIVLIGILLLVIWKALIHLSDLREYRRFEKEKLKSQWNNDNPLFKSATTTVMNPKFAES
MT1-MMP txn act – MT1-MMP promoter transcription activation | hit rate 0.16% among 86,000 | activation factor at 10 µM | HT1080 MT1-MMP promoter luciferase reporter, luminescence, overnight; stronger effect = higher value;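 active = activation factor of at least 2 for MT1-MMP transcription at 10 µM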
ERa SRC1 inh – ER-alpha (human) coactivator binding inhibition; TR-FRET ER-alpha LBD / SRC-1 peptide, estradiol-bound; hit rate 1.7% among 86,000; inhibition, % at 25.6 µM; in the data active = inhibition above about 50%;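 note: 0% = receptor plus peptide control and 100% = peptide only without receptor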
FAK blocker – blocks human focal adhesion kinase activity | Q05397 | biochemical FAK kinase activity assay | inhibition, %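 (tested at 7 µM)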 | hit rate 0.84% among 97,000 | AID 727; in the data active = inhibition above about 19%;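 note: 0% = DMSO and 100% = reference compound high control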
CD11b adhes enh – CD11b/CD18-fibrinogen binding enhancement; P05107+P11215; activation, % at 10 µM; AID 1499; K562 CD11b/CD18 adhesion to fibrinogen, ATPlite luminescence; hit rate 0.07% among 93,000;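 active = 10 µM primary screen giving 50% or more activity, confirmed by 40% or more on retest at that dose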; note: strong numbers were not always called active; reference of the scale not given here
ERb SRC1 inh – ER-beta (human) coactivator binding inhibition; TR-FRET ER-beta LBD / SRC1-Cy5 peptide binding; receptor agonist-loaded with 1 µM estradiol; hit rate 1.3% among 86,000; inhibition, % at 25.6 µM;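 active = compounds whose percent inhibition of the receptor-coactivator binding signal exceeds about 50% in the single-dose screen, limit read from the data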;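 note: 0% = receptor plus peptide wells without compound and 100% = peptide-only wells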
Ecoli WT expand – E. coli BW25113 growth inhibition, expanded screen | growth inhibition, % at 100 µM | OD600 absorbance | hit rate 0.15% among 98,000;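 active = growth inhibition above about 50% at one test dose, limit read from the data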;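 note: growth measured after 20 h incubation at 37 °C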
The depositor's hits bear a star; · = no result given; [ ] = dose if it differs, or a comment.

1	CCOC(=O)N1CCN(CC(=O)Nc2c(C(=O)OC)[nH]c3ccc(Cl)cc23)CC1
2	COC(=O)/C=C1\C(=O)N(c2nc3ccc(OC)cc3s2)C(=S)N1c1ccc(F)cc1
3	COc1cc(CNCCSc2nnnn2C)cc(Br)c1OCc1ccccc1F
4	Cc1cc(C)cc(N2C(=O)C3CC=CCC3C2=O)c1 (stereo unspecified)
5	COc1cccc(NC(=O)CCCOc2cc(=O)n(C)c3ccccc23)c1
6	Cc1cc(C)c(NC(=O)CN2CCN(C)CC2)c(C)c1
7	Cc1c(C(=O)N2CCCC2)sc(NC(=O)c2ccco2)c1C#N
8	Oc1ccc(C=Nc2ccc3ncccc3c2)c(O)c1
9	CCOC(=O)N1CCN(c2cc3nccnc3cc2F)CC1
10	CCOC(=O)N1CCN(C(=O)c2cccc(NC3=NC4CS(=O)(=O)CC4S3)c2)CC1 (stereo unspecified)
Assay by compound	1	2	3	4	5	6	7	8	9	10
ERa coact pot	99	·	·	132[fluorescence artefact?]	84	152	81	99[fluorescence artefact?]	102	·
PLAP act	1.6	0.9	1.6	1	1.2	1	·	1.5	0.9	1
CD11b adhes inh	55	-12	2	22	3	1	·	36	-32	-17
MT1-MMP txn act	1.1	·	·	1.2	1	1.2	1.2	1.3	1	1
ERa SRC1 inh	-18	·	·	-8	7	-2	-2	31	-6	·
FAK blocker	-2	1	1	0	2	·	-2	9	3	5
CD11b adhes enh	-4	32	2	5	5	4	·	34	34	4
ERb SRC1 inh	-12	·	·	-5	7	1	6	30	1	·
Ecoli WT expand	0	-6	11	6	-1	13	·	6	2	-9

11	O=C1OC(NC(=O)c2ccccc2)C(n2cc(CO)nn2)=C1Cl (stereo unspecified)
12	CC1CCc2c(sc3c2C2=NS(=O)(=O)CCN2C=N3)C1 (stereo unspecified)
13	COC(=O)c1c(-c2ccncc2)csc1NC(=O)c1ccoc1C
14	N=c1c(C(=O)NCc2ccc(F)cc2)cc2c(=O)n3ccccc3nc2n1CC1CCCO1 (stereo unspecified)
15	O=C(OCc1ccc2c(c1)OCO2)c1cccc(S(=O)(=O)N2CCCCC2)c1
16	COc1ccc(C(=S)N2CCOCC2)cc1OC(=O)c1cc([N+](=O)[O-])c(C)c([N+](=O)[O-])c1
17	CCSc1nc(-c2ccc(OC)cc2)n(-c2nc3ccccc3s2)n1
18	COc1ccc(C(CNC(=O)c2ccccc2C)N2CCCC2)cc1 (stereo unspecified)
19	CCCCNC(=O)CC1Nc2ccccc2NC1=O (stereo unspecified)
20	CCNc1nc(NC(C)(C)C)nc(SC(C(C)=O)C(C)=O)n1
Assay by compound	11	12	13	14	15	16	17	18	19	20
ERa coact pot	91	109	321*	·	84	·	117	·	102	120
PLAP act	1.1	0.8	0.8	1.2	1.5	1.2	0.9	1.6	1.3	1.1
CD11b adhes inh	-4	7	-8	0	-30	-22	-5	-33	-5	-11
MT1-MMP txn act	1	1.1	1.4	1.3	1.2	·	1.5	·	1.1	1.3
ERa SRC1 inh	-3	1	8[fluorescence artefact?]	·	0	·	-29	·	8	-12
FAK blocker	5	-3	-1	4	-1	2	1	-1	·	·
CD11b adhes enh	3	1	4	-4	0	34	4	-3	-2	-2
ERb SRC1 inh	1	7	3[fluorescence artefact?]	·	-3	·	-27	·	-7	0
Ecoli WT expand	1	-4	1	6	-15	-3	-12	7	4	-1

21	O=C(CN1C(=O)CSC1=O)N1CCc2ccccc2C1
22	COc1cc(OC)cc(-c2nnc(SCc3cccc(C(=O)O)c3)o2)c1
23	CCOC(=O)/C(=C/Nc1ccccc1)[N+](=O)[O-]
24	O=C(CSc1nc2cc(Cl)ccc2o1)NCCc1ccccc1
25	N#Cc1c(NC(=O)c2ccc(Cn3cc(Br)cn3)o2)sc2c1CCCCC2
26	CCOc1ccc(N2C(=O)CN=C2Nc2ccccc2Cl)cc1
27	CCN1CCN(c2ccc(NC(=O)CCc3c(C)nc4c(-c5ccccc5)c(C)nn4c3C)cc2)CC1
28	CCn1nnc(NC(=O)c2cccnc2)n1
29	COc1cccc(-n2nnnc2SCC(=O)c2cc(OC)ccc2OC)c1
30	CCOC(=O)C1=C(C)NC(C)=C(C(=O)OCC)C1C1=COCCO1
Assay by compound	21	22	23	24	25	26	27	28	29	30
ERa coact pot	111	104	96	105	106	115	·	110	167	112[fluorescence artefact?]
PLAP act	1.3	1.3	1	0.9	0.9	1.1	1.6	0.9	0.9	1.6
CD11b adhes inh	-14	-8	4	-3	·	·	3	-8	3	18
MT1-MMP txn act	1	1.1	1	1.2	1.4	1.1	·	1.2	1.2	1.1
ERa SRC1 inh	-5	-6	-1	7	5	-6	·	1	12	-8
FAK blocker	-2	1	-3	-2	-1	-6	0	-1	·	-3
CD11b adhes enh	0	-2	-1	0	·	·	1	0	-2	7
ERb SRC1 inh	1	-7	-1	-9	18	-11[fluorescence artefact?]	·	-6	26[fluorescence artefact?]	-9
Ecoli WT expand	6	-5	-3	2	-18	1	-3	2	1	0

31	CN1CCN(C(=O)c2cccc(S(=O)(=O)N3CCCCC3)c2)CC1
32	COc1cccc(-c2nc(NCC3CCCO3)c3ccccc3n2)c1O (stereo unspecified)
33	CCC(C)(C)NCC(=O)Nc1ccc(OC(F)(F)F)cc1
34	O=C(c1cccc(F)c1)N1CCN(c2cc(N3CCCCC3)c(F)cc2[N+](=O)[O-])CC1
35	Cc1onc(-c2c(Cl)cccc2Cl)c1C(=O)N1CCCc2ccccc21
36	Cc1cc(C)c2c(=O)[nH]n(C(C)C)c2n1
37	COc1ccccc1NC(=S)NC(=O)C(C)(C)C
38	O=C(NCC(=O)N(c1cccnc1)C(C(=O)NC1CCCC1)c1ccco1)c1cccs1 (stereo unspecified)
39	O=S(=O)(NCc1cn2ccsc2n1)c1ccc(Oc2ccccc2)cc1
40	CCOC(=O)c1cnc2nc(C(F)(F)F)[nH]n2c1=O
Assay by compound	31	32	33	34	35	36	37	38	39	40
ERa coact pot	125	90[fluorescence artefact?]	·	·	90	295*	·	108	·	107
PLAP act	1.3	·	1.8	0.9	1.4	0.8	1.1	1	1.2	1.1
CD11b adhes inh	-7	·	2	10	14	1	11	6	·	-7
MT1-MMP txn act	1.1	1.2	·	·	1.3	1	·	·	1.3	1.2
ERa SRC1 inh	-9	10[fluorescence artefact?]	·	·	17	-20	·	-1	·	3
FAK blocker	0	1	-1	2	0	·	0	0	2	-1
CD11b adhes enh	4	·	1	-1	-1	-1	-3	6	·	3
ERb SRC1 inh	-7	25[fluorescence artefact?]	·	·	2	-17	·	3	·	8[fluorescence artefact?]
Ecoli WT expand	-3	-9	16	-17	-9	-2	7	3	-5	-4

41	CC(=O)Nc1ccccc1C(=O)N1CC2(C)CC1CC(C)(C)C2 (stereo unspecified)
42	Cn1nccc1C(=O)N1CCN(c2ccc(F)cc2)CC1
43	Cn1c(SCc2ccc(C#N)cc2)nnc1-c1ccccc1
44	COC(=O)c1cc(Br)c(=O)n(-c2cc(C)on2)c1
45	N/C(CCN1CCCCC1)=N/O
46	CCC1=Nc2ccc(Br)cc2C(c2ccccc2)N1CC(=O)OC (stereo unspecified)
47	CCn1c(SCC(=O)Nc2nc(C)c(C)s2)nnc1-c1cccs1
48	CCC1=NC(c2ccccc2OC)N(O)C1(C)C (stereo unspecified)
49	Cc1oc(-c2ccccc2F)nc1CSCC(=O)NCc1ccc2c(c1)OCO2
50	O=C(Nc1nnc(-c2ccccc2)o1)c1ccc(Cl)cc1
Assay by compound	41	42	43	44	45	46	47	48	49	50
ERa coact pot	117	111	125	103	120	·	81	93	100	87
PLAP act	1	·	0.8	1	1.2	1.3	·	1	1.2	1
CD11b adhes inh	10	·	-9	-5	-1	-15	·	-5	-1	16
MT1-MMP txn act	1	1.2	1.4	1.1	1.3	·	1.3	1.1	1.2	0.9
ERa SRC1 inh	-21	-13	-11	-4	-3	·	9	1	-1[fluorescence artefact?]	6[fluorescence artefact?]
FAK blocker	-1	-1	6	1	0	-2	1	-1	-1	-1
CD11b adhes enh	0	·	0	-2	4	-2	·	-5	-1	0
ERb SRC1 inh	-16[fluorescence artefact?]	-7	3	-3[fluorescence artefact?]	-2	·	0	-1	-1[fluorescence artefact?]	3
Ecoli WT expand	-2	·	-1	-8	1	-1	·	7	15	49

51	Cc1c(-n2cc(C(=O)c3cc(Cl)ccc3O)cc(C#N)c2=O)c(=O)n(-c2ccccc2)n1C
52	N#Cc1ccc(CSc2nnc(Cc3cccs3)n2Cc2ccco2)cc1
53	COc1ccc(N2C(=O)CC(N3CCN(c4ccc(C(=O)c5cccnc5)cc4)CC3)C2=O)cc1 (stereo unspecified)
54	COc1ccc(Nc2nc(N3CCCC3)nc3ccccc23)c(OC)c1
55	CC(=O)Nc1ccc(S(=O)(=O)NC(=O)C23CC4CC(CC(C4)C2)C3)cc1
56	O=C(C1CC1)N1CCC(C(O)(c2ccccc2)c2ccccc2)CC1
57	COc1ccc2cc(Br)ccc2c1CC(=O)NC1CC(C)(C)NC(C)(C)C1
58	c1ccc(Nc2nc(N3CCOCC3)c3ccccc3n2)cc1
59	COC(=O)c1ccc(NC(=O)c2ccco2)cc1
60	Cc1ccc(NC(=O)c2ccccc2O)cc1
Assay by compound	51	52	53	54	55	56	57	58	59	60
ERa coact pot	100	114	86[fluorescence artefact?]	86	123	·	128	87	116	110
PLAP act	1.3	1.4	1.3	1.4	1	1.7	1.3	1.7	0.8	·
CD11b adhes inh	5	-3	·	-19	-7	-6	-8	1	7	·
MT1-MMP txn act	1.2	1	1	1.1	1.1	·	·	1.1	1.2	1
ERa SRC1 inh	-7	20	7	10	-9	·	2	-5	-13	-2
FAK blocker	-1	1	-3	-1	-6	0	-1	1	·	·
CD11b adhes enh	-3	4	·	3	-2	1	-3	1	-2	·
ERb SRC1 inh	1	11	2	0	-4	·	-12	-6	-9[fluorescence artefact?]	-1
Ecoli WT expand	-1	4	-5	22	-3	11	-8	4	1	43

4 of the entries above in order of their number in CD11b adhes enh, falling:
| cpd | smiles | ERa coact pot | PLAP act | CD11b adhes inh | MT1-MMP txn act | ERa SRC1 inh | FAK blocker | CD11b adhes enh | ERb SRC1 inh |
| --- | --- | --- | --- | --- | --- | --- | --- | --- | --- |
| 54 | COc1ccc(Nc2nc(N3CCCC3)nc3ccccc23)c(OC)c1 | 86 | 1.4 | -19 | 1.1 | 10 | -1 | 3 | 0 |
| 56 | O=C(C1CC1)N1CCC(C(O)(c2ccccc2)c2ccccc2)CC1 | · | 1.7 | -6 | · | · | 0 | 1 | · |
| 55 | CC(=O)Nc1ccc(S(=O)(=O)NC(=O)C23CC4CC(CC(C4)C2)C3)cc1 | 123 | 1 | -7 | 1.1 | -9 | -6 | -2 | -4 |
| 57 | COc1ccc2cc(Br)ccc2c1CC(=O)NC1CC(C)(C)NC(C)(C)C1 | 128 | 1.3 | -8 | · | 2 | -1 | -3 | -12 |

Returning to the listing; the 3 compounds before the break are reprinted first.
58	c1ccc(Nc2nc(N3CCOCC3)c3ccccc3n2)cc1
59	COC(=O)c1ccc(NC(=O)c2ccco2)cc1
60	Cc1ccc(NC(=O)c2ccccc2O)cc1
61	CC1(C)CC(=O)C2=C(C1)Nc1nc(SCCN3CCOCC3)[nH]c(=O)c1C2c1cccs1 (stereo unspecified)
62	CCC1Oc2ccccc2N(CC(=O)NCCC2=CCCCC2)C1=O (stereo unspecified)
63	Cc1c(/C(O)=C2/C(=O)C(=O)N(CCN3CCOCC3)C2c2ccco2)cnn1-c1ccccc1 (stereo unspecified)
64	CCN(CC)CCNC(=O)c1ccccc1C(=O)c1ncc[nH]1
65	Cc1cc(C)n(CCc2nc(-c3cccs3)cs2)n1
Assay by compound	58	59	60	61	62	63	64	65
ERa coact pot	87	116	110	163[fluorescence artefact?]	103	118	120	99
PLAP act	1.7	0.8	·	1.6	1	·	1.1	·
CD11b adhes inh	1	7	·	6	-9	·	-1	·
MT1-MMP txn act	1.1	1.2	1	1.2	1.1	1.1	1	1.2
ERa SRC1 inh	-5	-13	-2	8	-9	1	4	-11
FAK blocker	1	·	·	8	6	·	-3	2
CD11b adhes enh	1	-2	·	-7	0	·	1	·
ERb SRC1 inh	-6	-9[fluorescence artefact?]	-1	5	-5	-4	-2[fluorescence artefact?]	0
Ecoli WT expand	4	1	43	-2	-2	·	0	-2
